MCF10A rereplic = A quantitative high throughput screen for small molecules that induce DNA re-replication in MCF 10a normal breast cells; Potency, µM (highest dose often 46.1 µM), without a hit: at the highest dose activity, positive = re-replication, actives largely listed as activators; AID 624296, 2012; hit rate 2.9% among 350,000; MCF 10A DNA re-replication, Hoechst nuclear intensity, 48 h; further: % of control where 0% means no effect; nearly all actives have a fitted effect of over 50% in size
HepG2 viability = qHTS for Inhibitors of TGF-b: Cytotox Counterscreen. HepG2 CAGA-GFP viability, ATP luminescence, 18 h. Potency, µM (titrated, usually from 46.1 µM), for inactives: at the highest dose activity change, negative = cytotoxicity, hits mostly cytotoxic. hit rate 0.76% among 410,000. AID 588856, 2011; further: some results filed as inactive show a strong effect at the top dose
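HepG2 CAGA-GFP cells (1000/well, DMEM with 1% FBS) received compound, then TGF-beta at 500 pg/mL final, and were incubated 18 hours at 37 degrees C. Viability was read by CellTiter-Glo luminescence. Media-only wells were set as complete cell-killing and DMSO as no toxicity.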
A549 tox = Nrf2 qHTS screen for inhibitors: counterscreen for cytotoxicity. Potency, µM (top dose mostly 46 µM), for the others: top-dose activity change, negative = cytotoxicity, actives largely listed as inhibitors. hit rate 0.16% among 390,000. A549 ARE-Fluc cells, CellTiter-Fluor viability, 18-24 h; further: on the % scale 0 is the no-effect control and ±100 the full control effect
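A549 ARE-Fluc cells in 5% FBS OPTI-MEM, 5000 cells/well, rested 2 h then exposed to compounds in concentration-response for 18-24 h at 37 °C. Viability by CellTiter-Fluor fluorescence (Ex 405/Em 525) after 30 min; luciferase luminescence (BugLite, 15 min, RT) read afterwards.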
S2 tox = Viability Counterscreen for Primary qHTS for Inhibitors of ATXN expression | Potency, µM (doses to about 56.7 µM), actives largely listed as cytotoxic | S2 cells (HEK-293 line with an ATXN2-luciferase reporter) viability, CellTiter-Fluor protease fluorescence, 24 h | hit rate 0.49% among 400,000; further: nearly all actives have a fitted effect of over 40% in size
ATXN2 expr inh = Primary qHTS for Inhibitors of ATXN expression | HEK-293 ATXN2-luciferase reporter, luminescence, 24 h | Potency, µM (titrated, usually from 57 µM), inactives show top-dose activity change, negative = inhibition, actives largely listed as inhibitors | hit rate 0.72% among 360,000 | AID 1745845, 2022; further: on the % scale 0 is the no-effect control and ±100 the full control effect; nearly all actives have a fitted effect of over 55% in size
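ATXN2-luciferase reporter cells (luciferase flanked by upstream and downstream ATXN2 gene portions) were treated 24 h at 37 °C with compounds at up to 57 uM. SteadyGlo luminescence gave expression; GF-AFC fluorescence gave viability.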
EPAC2 antagonist = qHTS for Antagonist of cAMP-regulated guanine nucleotide exchange factor 2 (EPAC2): primary screen; EPAC2 GEF exchange of Rap1B-BODIPY-GDP, fluorescence; Potency, µM (doses to about 114 µM), for inactives: at the highest dose activity, negative = inhibition, hits mostly inhibitors; hit rate 0.18% among 360,000; further: on the % scale 0 is the no-effect control and ±100 the full control effect; nearly all actives have a fitted effect of over 45% in size; many of its hits are not listed in these tables
Target sequence (Q8WZA2 whole entry, looked up): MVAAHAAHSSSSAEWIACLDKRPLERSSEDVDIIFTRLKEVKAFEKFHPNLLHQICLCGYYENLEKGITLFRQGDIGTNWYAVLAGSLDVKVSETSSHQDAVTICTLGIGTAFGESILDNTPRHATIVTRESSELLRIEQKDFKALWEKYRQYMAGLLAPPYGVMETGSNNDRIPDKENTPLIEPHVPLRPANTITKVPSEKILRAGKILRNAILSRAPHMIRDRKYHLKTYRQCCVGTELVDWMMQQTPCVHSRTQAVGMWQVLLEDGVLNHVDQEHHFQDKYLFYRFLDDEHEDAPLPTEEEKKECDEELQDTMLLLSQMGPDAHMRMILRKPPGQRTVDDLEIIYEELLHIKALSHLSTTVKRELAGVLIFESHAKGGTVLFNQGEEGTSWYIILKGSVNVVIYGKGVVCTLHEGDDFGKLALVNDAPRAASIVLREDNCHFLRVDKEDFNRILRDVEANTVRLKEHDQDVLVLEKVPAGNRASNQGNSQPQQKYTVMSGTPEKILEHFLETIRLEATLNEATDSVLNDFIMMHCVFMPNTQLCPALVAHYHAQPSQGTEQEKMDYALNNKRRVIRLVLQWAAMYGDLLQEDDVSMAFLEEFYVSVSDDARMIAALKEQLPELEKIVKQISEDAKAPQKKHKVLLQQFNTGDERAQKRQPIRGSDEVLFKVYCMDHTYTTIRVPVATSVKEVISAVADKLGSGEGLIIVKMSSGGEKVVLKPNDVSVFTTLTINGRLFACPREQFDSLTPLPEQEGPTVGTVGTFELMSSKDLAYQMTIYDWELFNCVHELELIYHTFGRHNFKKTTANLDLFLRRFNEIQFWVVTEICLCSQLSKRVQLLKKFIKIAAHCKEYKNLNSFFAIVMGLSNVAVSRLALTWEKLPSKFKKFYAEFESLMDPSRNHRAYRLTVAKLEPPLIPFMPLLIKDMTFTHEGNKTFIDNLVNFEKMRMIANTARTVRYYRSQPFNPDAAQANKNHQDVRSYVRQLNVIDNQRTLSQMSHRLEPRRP
TGFb SMAD3 inh = qHTS for Inhibitors of TGF-b | hit rate 1.2% among 410,000 | Potency, µM (titrated, usually from 46.1 µM), inactives show at the top dose activity, negative = inhibition, actives largely listed as inhibitors | HepG2 CAGA-GFP TGF-b/SMAD3 reporter, GFP fluorescence, 18 h; TGF-beta stimulated, 500 pg/mL final | AID 588855, 2011; further: on the % scale 0 is the no-effect control and ±100 the full control effect; nearly all actives have a fitted effect of over 65% in size
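Per well, imaged GFP fluorescence of HEPG2 CAGA-GFP cells gives the signal; cells get compound, then TGF-beta (500 pg/mL final), 18 h at 37 degrees C; %Activity versus -TGF-beta and +DMSO controls.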
Nrf2 inh = Nrf2 qHTS screen for inhibitors; hit rate 2.1% among 360,000; Potency, µM (titrated, usually from 46 µM), without a hit: top-dose activity change, negative = inhibition, usual class: inhibitors; A549 ARE-Fluc reporter, luciferase luminescence, 18-24 h; further: on the % scale 0 is the no-effect control and ±100 the full control effect; nearly all actives have a fitted effect of over 60% in size
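Quantitative HTS in A549 cells stably bearing an antioxidant response element-firefly luciferase construct. Inhibition of Nrf2-driven transcription was scored by luminescence after 18-24 h of compound exposure at 37 °C.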
Nrf2 ARE act = qHTS of Nrf2 Activators; AREc32 ARE-luciferase reporter (MCF7-derived line), luminescence, 24 h; AID 624171, 2012; hit rate 0.31% among 410,000; Potency, µM (highest dose often 46.1 µM), for the others: top-dose activation, usual class: activators; further: % of control where 0% means no effect; nearly all actives have a fitted effect of over 65% in size
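Nrf2 activation is followed as ARE-luciferase induction in the AREc32 line after one day of compound treatment; luminescence is read with Steady-Glo.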
The depositor's hits bear a star; i = inactive; u = inconclusive; x = not tested or not shown; [ ] = remark or other dose. The call rests on the fitted dose curve; in most records, active means well fitted curve in the direction sought with a large enough effect; inconclusive means small, poorly fitted or top-dose-only effect, or another doubt; inactive means no such curve, though single readings can be large; an effect the other way counts as inactive or inconclusive. Potency means the concentration at half of the fitted maximal effect. Some of the compounds tested; count on the stated rates, not on these rows.

Every second line gives: MCF10A rereplic	HepG2 viability	A549 tox	S2 tox	ATXN2 expr inh	EPAC2 antagonist	TGFb SMAD3 inh	Nrf2 inh	Nrf2 ARE act
#1 COCCCOc1cc(NCc2ccccc2)c2ncn(C(C)C)c2c1
 : -46%[inhibitor]	-2%	1%	i	-3%	3%	7%	-12%	-0.4%
#2 N#CCCN(C(=O)COC(=O)c1ccc2c(=O)n3c(nc2c1)CCC3)c1ccc(F)cc1
 : -3%	11%	2%	i	-12%	1%	1%	1%	-0.4%
#3 COc1cccc(CNC(=O)c2ccc(COc3ccccc3)cc2)c1
 : 2%	-12%	16%	i	-12%	-5%	u	3%	1.5%
#4 N#CC1=C(SCc2ccccc2)NC(=O)CC1c1ccco1 (stereo not drawn)
 : 8%	-13%	x	i	6%	-4%	4%	u	-0.4%
#5 O=C(Cc1ccccc1Nc1c(Cl)cccc1Cl)OCO/N=[N+](\[O-])N1CCCC1
 : x	-56%	-2%	x	x	x	u	-4%	x
#6 Cc1cccc(NC(=O)[C@H](Cc2ccccc2)NC(=O)OCc2ccccc2)c1
 : 6%	-5%	8%	i	-26%	15%	0%	7%	-0.5%[9.22 µM]
#7 CC(=O)c1ccc(N(CC(=O)NC2CCCC2)C(=O)CNC(=O)c2cccs2)cc1
 : -5%	2%	1%	i	-12%	2%	8%	-8%	0.1%
#8 CCCCSc1oc(-c2ccco2)nc1S(=O)(=O)c1ccccc1
 : 21%	-2%	-4%	i	5%	-14%	4%	-26%	2.6%
#9 O=C(CN1C(=O)NC(c2ccc(F)cc2)C1=O)NC1CCCCC1 (stereo not drawn)
 : -2%	10%	-7%	u	-3%	-5%	u	4%	0.1%
#10 Cc1ccc(CNC(=O)C2CC(c3ccccc3[N+](=O)[O-])=NO2)o1 (stereo not drawn)
 : -4%	-11%	2%	i	13%	-5%	-23%	1%	-0.4%
#11 N#CC(Cc1cccs1)c1nc2ccccc2[nH]1 (stereo not drawn)
 : x	-24%	x	i	x	2%	11%	x	17%
#12 COc1cccc(N2CCN(C(=O)c3cc(-c4ccccc4)nc4c3cnn4C(C)C)CC2)c1
 : u	-12%	-1%	i	-18%	-19%	u	u	2.9%
#13 COc1ccc([C@H]2CC(=O)C=C(c3cc(Br)ccc3OC)C2)cc1
 : u	-11%	-1%	i	u	-3%	u	-3%	-3.2%
#14 Cc1cccc(C)c1NC(=O)Cn1nnc(C(=O)Nc2c(C)cccc2C)c1N
 : x	-1%	11%	i	0%	x	u	8%	0.0%
#15 COc1ccccc1N(CC(=O)Nc1ccc(Br)cc1F)S(=O)(=O)c1cccs1
 : u	5%	-5%	i	-14%	u	u	u	0.0%
#16 CCCCN(C(=O)C1CCCO1)c1c(N)n(CC(C)C)c(=O)[nH]c1=O (stereo not drawn)
 : 3%	-7%	-5%	i	5%	-21%	-3%	-8%	0.2%
#17 Cc1ccc(CNC(=O)CCC2CCCN(C(=O)c3ccc4c(c3)OCO4)C2)o1 (stereo not drawn)
 : -21%	-2%	2%	i	4%	1%	2%	1%	0.2%
#18 CCN(CC)C(=O)N1CCN(C(=O)N2CCOCC2)CC1
 : 3%	-5%	0%	u	0%[11.3 µM]	-8%	0%	-7%	-0.2%
#19 Cc1ccc(S(=O)(=O)NC(CC(C)C)C(=O)N2CCCCCCC2)cc1 (stereo not drawn)
 : 3%	-10%	-6%	u	2%	-9%	u	5%	-0.5%
#20 COc1ccccc1N1C(=O)N(C(C)=O)C2C1Nc1ccccc1N2C (stereo not drawn)
 : -2%	-88%	12µM*	i	25µM*	-18%	u	u	-3.1%
#21 Cc1cccc(N2CCN(C(=O)CN3C(=O)COc4ccc(S(=O)(=O)N5CCCCCC5)cc43)CC2)c1C
 : x	-1%	3%	i	11%	x	u	2%	-0.2%
#22 CSc1ccccc1OCc1cc(C(=O)N(C)C(C)c2ccccn2)no1 (stereo not drawn)
 : -1%	5%	-1%	i	16%	2%	0%	9%	0.0%
#23 COc1ccc(OC)c(CCNC(=O)Cn2ncc3c([nH]c4ccccc43)c2=O)c1
 : x	-3%	2%	i	10%	x	6%	u	0.2%
#24 Cc1ccc(CNC(=S)NC2CCCCC2)cc1
 : 16%	-37%	11%	i	-15%	-1%	-21%	3%	0.4%
#25 O=S(=O)(O)c1nc2ccccc2n1Cc1ccc(Cl)cc1
 : 0%	-4%	-1%	i	-10%	8%	-12%	17%	-0.8%
#26 N#Cc1nc(-c2ccc(Cl)cc2)oc1NCC1CCCO1 (stereo not drawn)
 : u	-3%	5%	i	19%	19%	-3%	13%	3.6%
#27 CN(C)S(=O)(=O)c1cc(NC(=O)CN2CCOCC2)ccc1Cl
 : 14%	2%	3%	i	-5%	-7%	3%	6%	0.0%
#28 CCOC(=O)N1CCC(NC(=O)CN2C(=O)C(CC)Oc3ccc(C)cc32)CC1 (stereo not drawn)
 : 0%	0%	2%	i	3%	-1%	0%	-21%	-0.4%
#29 CCN1C(=O)c2ccccc2S(=O)(=O)c2ccc(C(=O)NCc3ccccc3)cc21
 : x	0%	-13%	i	6%	x	-6%	-9%	-0.4%
#30 COc1ccccc1C(=O)N(C1=NC(C)CS1)c1ccc(Cl)cc1 (stereo not drawn)
 : 0%	2%	13%	i	0%	-28%	-17%	21%	3.7%
#31 Cc1cc(C)n2nc(SCC(=O)c3ccccc3)nc2n1
 : -8%	8%	24%	i	25%	12%	-1%	3%	0.6%
#32 O=C(NCCO)c1cccc(Nc2nc(-c3ccccc3)c3cc(Cl)ccc3n2)c1
 : u	-42%	-27%	i	-15%	-2%	u	15µM*	2.4%
#33 O=c1[nH]c2cc3c(cc2cc1C(c1nnnn1CC1CCCO1)N1CCCCCC1)OCCO3 (stereo not drawn)
 : 16%	4%	7%	i	-3%	-3%	2%	7%	-0.4%
#34 CCc1ccc(C(=O)c2cnc3ccc(F)cc3c2S(=O)(=O)c2ccccc2)cc1
 : x	-21%	1%	u	u	x	3%	u	u
#35 O=C(Nc1ccc(N2CCCC2)cc1)c1cc2ccccc2o1
 : 9%	-19%	-3%	i	x	-5%	-10%	u	5.9%
#36 CCc1ccc(NC(=O)N(Cc2c[nH]c3ccccc23)C2CCCCC2)cc1
 : x	-15%	9%	i	67%[activator]	x	-16%	u	10%
#37 CCOc1ccc(N(CC(=O)NCCOc2ccc(C)cc2)S(=O)(=O)c2ccccc2)cc1
 : 3%	-21%	u	i	-4%	1%	-15%	u	-0.2%
#38 O=C(c1ccc(S(=O)(=O)N2CCOCC2)cc1)N1CCc2ccccc21
 : 5%	-9%	-8%	i	-5%	3%	-1%	-7%	-0.4%
#39 Cc1ccc(S(=O)(=O)Cc2ccc(C(=O)NC3CCCCCC3)o2)cc1
 : 2%	3%	-10%	u	x	-1%	1%	u	1.8%
#40 COc1cc(/C=N/NC(=O)NC2CCCCC2)cc(OC)c1O
 : -2%	-11%	-8%	i	-8%	1%	-3%	-9%	19%
#41 Cc1cc(Cl)cc(C)c1OCC(=O)NC1CCCCCC1
 : -3%	-5%	7%	x	x	-15%	u	8%	-0.1%
#42 O=c1cccccc1NN=C1CCCCCC1
 : 0%	1%	-1%	i	34%	3%	-3%	u	10%
#43 CC1CCCCN1C(=O)c1cc(S(=O)(=O)N2CCCCC2)c[nH]1 (stereo not drawn)
 : 3%	-74%	2%	i	4%	-8%	-7%	4%	-0.3%
#44 CC(NC(=O)c1cc2ccccc2o1)C(=O)O (stereo not drawn)
 : -3%	7%	3%	i	12%	-2%	-28%	x	0.0%
#45 O=C(Nc1nc(-c2ccc(Cl)s2)cs1)c1ccccc1
 : u	-21%	-6%	i	0%	-4%	-14%	u	9.8%
#46 COC(=O)CCC(=O)CN
 : -25%	7%	-12%	i	3%	24%	9%	-12%	0.7%

Copied from above (twelve entries):
Every second line gives: MCF10A rereplic	HepG2 viability	A549 tox	S2 tox	ATXN2 expr inh	EPAC2 antagonist	TGFb SMAD3 inh	Nrf2 inh	Nrf2 ARE act
#31 Cc1cc(C)n2nc(SCC(=O)c3ccccc3)nc2n1
 : -8%	8%	24%	i	25%	12%	-1%	3%	0.6%
#32 O=C(NCCO)c1cccc(Nc2nc(-c3ccccc3)c3cc(Cl)ccc3n2)c1
 : u	-42%	-27%	i	-15%	-2%	u	15µM*	2.4%
#33 O=c1[nH]c2cc3c(cc2cc1C(c1nnnn1CC1CCCO1)N1CCCCCC1)OCCO3 (stereo not drawn)
 : 16%	4%	7%	i	-3%	-3%	2%	7%	-0.4%
#34 CCc1ccc(C(=O)c2cnc3ccc(F)cc3c2S(=O)(=O)c2ccccc2)cc1
 : x	-21%	1%	u	u	x	3%	u	u
#35 O=C(Nc1ccc(N2CCCC2)cc1)c1cc2ccccc2o1
 : 9%	-19%	-3%	i	x	-5%	-10%	u	5.9%
#36 CCc1ccc(NC(=O)N(Cc2c[nH]c3ccccc23)C2CCCCC2)cc1
 : x	-15%	9%	i	67%[activator]	x	-16%	u	10%
#37 CCOc1ccc(N(CC(=O)NCCOc2ccc(C)cc2)S(=O)(=O)c2ccccc2)cc1
 : 3%	-21%	u	i	-4%	1%	-15%	u	-0.2%
#38 O=C(c1ccc(S(=O)(=O)N2CCOCC2)cc1)N1CCc2ccccc21
 : 5%	-9%	-8%	i	-5%	3%	-1%	-7%	-0.4%
#39 Cc1ccc(S(=O)(=O)Cc2ccc(C(=O)NC3CCCCCC3)o2)cc1
 : 2%	3%	-10%	u	x	-1%	1%	u	1.8%
#40 COc1cc(/C=N/NC(=O)NC2CCCCC2)cc(OC)c1O
 : -2%	-11%	-8%	i	-8%	1%	-3%	-9%	19%
#41 Cc1cc(Cl)cc(C)c1OCC(=O)NC1CCCCCC1
 : -3%	-5%	7%	x	x	-15%	u	8%	-0.1%
#42 O=c1cccccc1NN=C1CCCCCC1
 : 0%	1%	-1%	i	34%	3%	-3%	u	10%

Compound activity (PubChem BioAssay)
